# B2AR arrestin = recruits beta-arrestin to the human beta2-adrenergic receptor. P07550. beta-arrestin recruitment to beta2AR, cell-based reporter. Potency, µM (titrated, usually from 46.1 µM), for inactives: top-dose activation, most hits filed as activators. 330,000 compounds, 0.02% hits;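 note: potency is the fitted concentration of half-maximal effect; 0% = DMSO controls and full agonism = EC100 isoproterenol or metaproterenol; nearly all actives have a fitted effect of over 65% in size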
# Target sequence (P07550 whole entry, looked up): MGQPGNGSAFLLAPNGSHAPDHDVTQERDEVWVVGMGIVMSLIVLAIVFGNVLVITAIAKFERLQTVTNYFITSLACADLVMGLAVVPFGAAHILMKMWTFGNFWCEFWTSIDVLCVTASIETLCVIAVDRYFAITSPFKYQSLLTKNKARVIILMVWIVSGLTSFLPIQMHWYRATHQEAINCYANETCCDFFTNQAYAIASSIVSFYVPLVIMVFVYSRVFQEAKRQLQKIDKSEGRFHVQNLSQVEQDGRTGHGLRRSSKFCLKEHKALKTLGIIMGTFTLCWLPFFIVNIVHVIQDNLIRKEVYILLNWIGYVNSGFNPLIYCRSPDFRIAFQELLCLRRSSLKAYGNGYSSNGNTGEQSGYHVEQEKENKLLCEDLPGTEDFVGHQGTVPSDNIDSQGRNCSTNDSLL
# TCR activator = T cell receptor activation; primary human leukocytes, anti-CD3, IL-2 HTRF, 48 h; Potency, µM (doses to about 9.22 µM), for the others: at the highest dose activation of IL-2 secretion, usual class: activators; 330,000 tested, under 10 active; AID 504894; note: % of control where 0% means no effect
#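 Activity was scored as IL-2 release from primary human leukocytes given only a TCR signal (a-CD3 beads) plus compound for 48 hr. Detection used a two-antibody HTRF format read at 665nm.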
# Eya2 inh = Eya2 (human) phosphatase inhibition; O00167; recombinant Eya2, OMFP fluorescence dephosphorylation (OMFP is methylfluorescein phosphate); Potency, µM (doses to about 76.9 µM), without a hit: at the top dose activity, negative = inhibition, hits mostly inhibitors; 330,000 compounds, 0.006% hits; note: potency is the fitted concentration of half-maximal effect; % is set by controls: 0 for no effect and ±100 for the full control effect
#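 Eya2 (0.2 uM) preincubated 10 min at ambient with compound, then OMFP substrate added at 50 uM; 10 min reaction in 50 mM HEPES pH 7.5, 50 mM NaCl, 5 uM MgCl2, 0.05% BSA, 1 mM DTT. Fluorescence read at Ex 485/Em 525 nm.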
# uPA surface inh = blocks generation of uPA at the cell surface | Potency, µM (doses to about 38.3 µM), for inactives: at the highest dose activity change, negative = inhibition, actives largely listed as inhibitors | 330,000 compounds, 0.31% hits | cell surface uPA generation assay, qHTS | AID 540303; active = well fitted inhibition curve with a large enough effect; inconclusive = small, poorly fitted or top-dose-only effect; inactive = no such curve, though single readings can be large or run the other way; tested in mouse RAW 264.7 cells; note: potency is the fitted concentration of half-maximal effect; % is set by controls: 0 for no effect and ±100 for the full control effect; nearly all actives have a fitted effect of over 55% in size
# ELG1 DNA repair = ELG1-dependent DNA repair inhibition. 330,000 compounds, 2.3% hits. Potency, µM (doses to about 46.1 µM), without a hit: top-dose activity change, negative = inhibition, actives largely listed as inhibitors. HEK293T ELG1-luciferase reporter, luminescence, 16 h; DNA damage induced by 5-fluorouridine; note: potency is the fitted concentration of half-maximal effect; % is set by controls: 0 for no effect and ±100 for the full control effect; nearly all actives have a fitted effect of over 55% in size
#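 Quantitative HTS, concentration-response format. 2,000 cells/well co-treated with 5-fluorouridine and compound, 16 hr in 5% CO2 at 37 °C; ONE-Glo luminescence read after 30 min.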
# Tb PFK block = inhibitors of T. brucei phosphofructokinase; O15648; T. brucei PFK, ADP-Glo luminescence; Potency, µM (titrated, usually from 57.5 µM), for the others: at the top dose activity, negative = inhibition, actives largely listed as inhibitors; 330,000 compounds, 0.17% hits; AID 485367;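 note: potency is the fitted concentration of half-maximal effect; 0% = uninhibited 1x PFK enzyme wells and -100% = no-enzyme wells; nearly all actives have a fitted effect of over 60% in size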
#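 PFK 1.25 nM, F6P 0.5 mM, ATP 0.1 mM, 0.1 M TEA pH 8.0, 5 mM MgCl2, 0.01% Tween20, 0.1% BSA; 45 min RT. ADP-Glo readout. qHTS titration up to 57 uM; curves fitted, compounds curve-classed.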
# TSHR antagonist = blocks TSH signaling through the human TSH receptor; activity change, negative = inhibition, % at 11.5 µM; TSHR-expressing cells, TSH-stimulated cAMP HTRF, 2 h; active compounds read low; AID 504810; P16473; 330,000 compounds, 0.2% hits;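 active = activity change below a set negative limit, meaning inhibition stronger than a set level, cut at about -70% in these data; inconclusive = activity change between two set negative limits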; note: % is set by controls: 0 for no effect and ±100 for the full control effect
#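 Antagonism was scored as loss of TSH-driven cAMP in TSHR cells, stimulated with 4nM TSH (EC80) for 2 hours at 37 deg C and detected by homogeneous HTRF competition immunoassay.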
# Mito fusion yeast = inhibitors of mitochondrial division or activators of mitochondrial fusion. S. cerevisiae fusion-defective mutant growth rescue, CellTiterGlo 48 h. Potency, µM (titrated, usually from 46.1 µM), for inactives: at the highest dose growth rescue (activation), usual class: activators. 320,000 compounds, 0.23% hits;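 note: potency is the fitted concentration of half-maximal effect; % of control where 0% means no effect; nearly all actives have a fitted effect of over 45% in size; temperature-sensitive fusion mutants such as fzo1-1 at 37 °C on non-fermentable ethanol glycerol medium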
#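 Growth-rescue viability read-out: after 48 h at the non-permissive 37C in glycerol/ethanol YPEG, yeast mitochondrial fusion mutants are measured by CellTiterGlo luminescence; compounds (23 nl pinned per well) restoring growth score as division inhibitors or fusion activators.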
# USP2a block = blocks human ubiquitin-specific protease USP2a; O75604; USP2 core, Ub-CHOP2 coupled fluorogenic reporter, 485/531; Potency, µM (series often up to 38.3 µM), without a hit: top-dose activity change, negative = inhibition, most hits filed as inhibitors; 330,000 compounds, 0.01% hits; AID 463254;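 note: potency is the fitted concentration of half-maximal effect; plate controls were DMSO wells for no effect and full inhibition by NEM control for full effect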
# Target sequence (O75604 whole entry, looked up): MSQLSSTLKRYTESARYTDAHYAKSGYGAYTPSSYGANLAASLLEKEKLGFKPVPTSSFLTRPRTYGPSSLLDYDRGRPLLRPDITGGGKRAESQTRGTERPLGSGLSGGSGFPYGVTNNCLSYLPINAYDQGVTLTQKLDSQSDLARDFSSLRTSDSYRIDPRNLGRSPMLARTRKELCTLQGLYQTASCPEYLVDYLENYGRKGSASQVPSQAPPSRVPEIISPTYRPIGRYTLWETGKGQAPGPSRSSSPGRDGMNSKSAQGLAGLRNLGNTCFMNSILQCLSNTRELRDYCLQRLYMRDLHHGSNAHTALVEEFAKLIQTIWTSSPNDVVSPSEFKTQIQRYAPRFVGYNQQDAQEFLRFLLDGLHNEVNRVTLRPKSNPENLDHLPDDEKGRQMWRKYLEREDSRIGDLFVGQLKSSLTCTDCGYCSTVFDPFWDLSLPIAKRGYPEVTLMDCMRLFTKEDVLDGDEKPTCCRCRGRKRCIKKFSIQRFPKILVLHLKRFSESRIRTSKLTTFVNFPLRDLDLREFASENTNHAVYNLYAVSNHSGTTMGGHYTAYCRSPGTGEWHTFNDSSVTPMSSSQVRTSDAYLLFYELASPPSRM
#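 USP2 core (10nM final) preincubated 30min RT with compound in 20mM Tris-HCl pH 8.0, 2mM CaCl2, 2mM beta-mercaptoethanol, 0.05% CHAPS; 25nM Ub-CHOP2 plus 25nM reporter substrate added, fluorescence (Ex485/Em531) read after 60min.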
# PTAP TSG101 blk = blocks PTAP/TSG101 interaction to inhibit HIV-1 budding; Fluorescence polarization, FITC-PTAP peptide / Tsg101 binding; Potency, µM (series often up to 115 µM), without a hit: at the top dose activity change, negative = inhibition, hits mostly inhibitors; 340,000 tested, under 10 active; AID 493005; active = well fitted inhibition curve with a large enough effect in the main read-out, with a control signal flat, not every such curve was filed as active; inconclusive = small, poorly fitted or top-dose-only effect, or effect the other way, or a change in a side signal; inactive = no such curve, though single readings can be large or run the other way; note: potency is the fitted concentration of half-maximal effect; % of control where 0% means no effect
#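 Tsg101 binding domain (10 uM final) was mixed with compound and a FITC-labeled PTAP peptide (50 nM final) in HEPES pH 7.5 buffer with NaCl, Tween 20, EDTA and TCEP; fluorescence polarization was read after 20 min at r.t.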
# Chronic BCR inh = blocks chronic active B-cell receptor signaling. ABC-DLBCL IkBa-CBG/CBR reporter, luminescence ratio, 4 h. Potency, µM (doses to about 46.1 µM), without a hit: top-dose ratio change, negative = lower green/red ratio, hits mostly inhibitors. 340,000 compounds, 0.05% hits; active = well fitted inhibition curve with a large enough effect in the signal ratio, with a control signal flat, not every such curve was filed as active; inconclusive = small, poorly fitted or top-dose-only effect, or effect the other way, or a change in a side signal; the % refers to the signal ratio;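 note: potency is the fitted concentration of half-maximal effect; plate controls were basal doxycycline-induced cells for no effect and cells given 10 µM MG132 for full effect; MG132 reads +100%, hits lower the ratio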
#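 Compounds up to 46 uM were incubated four hours with TMD8 cells whose green CBG68 luciferase is fused to IkappaBalpha; red CBR luminescence normalised the signal, and concentration-effect curves were fitted to fusion, red and ratio data.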
# Numbers without * were called inactive; ? = inconclusive; / = not tested or not shown; [ ] = dose if it differs, or a comment. Unless noted, calls come from the whole dose curve; as a rule, active = well fitted curve in the direction sought with a large enough effect; inconclusive = small, poorly fitted or top-dose-only effect, or another doubt; inactive = no such curve, though single readings can be large; an effect the other way counts as inactive or inconclusive.
SMILES,B2AR arrestin,TCR activator,Eya2 inh,uPA surface inh,ELG1 DNA repair,Tb PFK block,TSHR antagonist,Mito fusion yeast,USP2a block,PTAP TSG101 blk,Chronic BCR inh
Cc1cccc(N2CCN(C(=O)CC(NC(=O)c3ccccc3)c3ccccc3)CC2C)c1 (configuration not stated),-1.3%,-1%[46.1 µM],-3%,-1%,-11%,0%,-3,-24%,-2%,-6%,?
O=C(CSc1ccc2ccccc2n1)NCCC1=CCCCC1,-0.3%,-9%[46.1 µM],0%,0%,1%,-1%,-1,24%,1%,3%,5%
NC(=O)NC(Cc1ccccc1)C(=O)N1CCN(S(=O)(=O)c2ccc(Cl)cc2)CC1 (configuration not stated),-1.1%,3%,3%,4%,1%,6%,19,3%,-1%,-6%,-11%
CCN(CC)CCN(CC(=O)N(C1CCCCC1)C1CCCCC1)C(=O)c1ccco1,0.1%,3%,4%,-2%,0%,-1%,5,1%,2%,-2%,?
CCc1cccc(CC)c1NC(=O)c1cc(CN2C(=O)c3ccccc3C2=O)ccc1OC,-0.6%,-1%[46.1 µM],-7%,-3%,?,0%,-12,21%,-6%,0%,0%
Cc1ccc(-c2nn(-c3cccc(F)c3)cc2CN(Cc2nccn2C)C(C)C)o1,-0.1%,-1%,-6%,2%,?,-13%,-3,-6%,3%,-2%,-19%
CCCOc1ccc(N2C(=O)CC(S/C(N)=N/N=C(\C)c3cccs3)C2=O)cc1 (configuration not stated),0.1%,1%,-18%,-18%,3%,-2%,-1,3%,0%,-3%,8%
CC(NC(=O)CN1C(=O)NC(C)(c2cccc3ccccc23)C1=O)c1ccccc1 (configuration not stated),-0.1%,1%,-20%,-2%,7%,2%,-2,-5%,2%,-7%,?
COC(=O)Nc1nn(-c2ccc(C)cc2)c(=O)c(C#N)c1C,0.1%,-1%,-27%,-1%,-22%,1%,-2,2%,8%,-2%,5%
CCOC(=O)c1ccc(NC(=O)NC2CCN(CC(=O)NCc3ccc4c(c3)OCO4)CC2)cc1,0.5%,-2%,10%,3%,?,0%,-2,-1%,2%,-1%,-1%
COCCNC(=O)c1ccc(CS(=O)(=O)c2ccc(OC)cc2)o1,0.8%,-17%[46.1 µM],-4%,5%,6%,8%,9,-5%,-4%,-1%,-2%
Cc1nn(C)c(C)c1CNC(=O)Nc1cccc(Cl)c1,0.4%,0%,-5%,0%,?,0%,-3,-5%,1%,-2%,?
O=S(=O)(Nc1ccccc1)c1ccc2c(c1)CCO2,0.0%,-4%,0%,0%,-8%,2%,-10,-2%,-2%,-1%,-10%
CCCc1nn(C)c(C(=O)Nc2ccc(C(C)(C)C)cc2)c1Cl,-0.2%,-1%[46.1 µM],-19%,7%,-13%,-4%,-26,10%,-8%,-6%,?
CC(Cl)C(=O)Nc1cc(C(F)(F)F)ccc1N1CCOCC1 (configuration not stated),-0.8%,7%,16%,-3%,1%,-2%,6,28%,3%,-3%,-6%
COc1ccc(CC(=O)OCC(=O)NCc2ccc3c(c2)OCO3)cc1OC,-0.5%,6%,-17%,0%,4%,0%,-17,/,1%,-5%,-1%
CN1CCN(C(=O)/C(=C/c2ccc(N(C)C)cc2)NC(=O)c2ccccc2)CC1,-0.4%,1%,-4%,1%,11%,0%,-7,1%,5%,3%,-1%
CC(=O)N/C(=C/c1ccc2c(c1)OCO2)C(=O)NCCCO,0.1%,-1%,-37%,5%,11%,0%,9,-6%,-3%,-1%,4%
O=C(c1ccc2c(c1)OCO2)N1CCN(c2ccccc2)CC1,-0.4%,-4%,9%,0%,-3%,0%,-3,-2%,2%,-3%,-2%
c1ccc(Nc2cc(Nc3ccccc3)[nH]n2)cc1,0.1%,-16%,17%,6%,?,0%,-1,-7%,-1%,-3%,0%

# Next part, overlapping the part above by 2 compounds.
SMILES,B2AR arrestin,TCR activator,Eya2 inh,uPA surface inh,ELG1 DNA repair,Tb PFK block,TSHR antagonist,Mito fusion yeast,USP2a block,PTAP TSG101 blk,Chronic BCR inh
O=C(c1ccc2c(c1)OCO2)N1CCN(c2ccccc2)CC1,-0.4%,-4%,9%,0%,-3%,0%,-3,-2%,2%,-3%,-2%
c1ccc(Nc2cc(Nc3ccccc3)[nH]n2)cc1,0.1%,-16%,17%,6%,?,0%,-1,-7%,-1%,-3%,0%
COc1ccc(NC(=O)CSc2nnc(CNC(=O)c3ccco3)o2)c(OC)c1,-0.1%,3%,-15%,-1%,0%,-3%,-5,1%,4%,0%,?
CCOCCCNC(=O)C1(O)c2ccccc2NC(=O)N1c1ccc(Cl)cc1 (configuration not stated),-0.2%,3%,-1%,-5%,21%,-2%,6,-10%,6%,-9%,?
Cc1cc(Br)ccc1NS(=O)(=O)c1c(C)[nH]c(=O)[nH]c1=O,-0.1%,5%,-12%,-1%,-5%,1%,-2,3%,2%,-2%,1%
Cc1ccccc1Nc1sc(C(=O)Nc2cccc(Cl)c2)c(N)c1C(N)=O,-0.1%,-10%[46.1 µM],-4%,4%,6%,-6%,5,-10%,1%,-4%,1%
C=C(C)c1cccc(C(C)(C)NC(=O)N2CCN(CC)CC2)c1,0.2%,-3%[46.1 µM],-6%,5%,0%,2%,6,-3%,1%,-8%,-4%
COc1ccc(NC(=O)Cn2nnc(C(=O)NCc3cccs3)c2N)cc1Cl,-0.1%,-7%,-15%,-1%,-2%,-1%,-11,3%,-1%,-7%,0%
COC(=O)c1sccc1NC(=O)c1ccc(OC)cc1,0.0%,9%,-1%,1%,26%,4%,-12,11%,0%,-7%,-1%
CCCC(=O)OCCn1c(Br)nc2c1c(=O)[nH]c(=O)n2C,-0.1%,-8%[46.1 µM],4%,0%,-21%,-7%,-2,0%,1%,-2%,18%
CCN(CC)C(=O)C1CCCN(Cc2nc(-c3cnccn3)no2)C1 (configuration not stated),-0.3%,1%,8%,3%,16%,-3%,-8,-5%,-2%,-3%,?
COC(=O)c1ccc(Cn2cnc3c(cnn3-c3ccc(Cl)cc3)c2=O)o1,-0.6%,5%,-4%,9%,-7%,0%,-13,-4%,1%,-3%,-5%
CCn1c(C)cc(C(=O)COC(=O)c2cccnc2SC)c1C,-0.2%,-1%,-1%,-1%,?,11%,-9,/,2%,1%,?
CCCCN=C1CC(C)(C)CC(=O)/C1=C(/O)CCC,-0.6%,1%,-10%,-6%,?,-4%,7,6%,2%,-3%,6%
CCNc1nc(SC)nc(N(C#N)CC(=O)OC)n1,-0.2%,1%,19%,12%,-1%,-2%,5,-1%,-5%,-2%,0%
Cc1ccc(-n2nc3c(c2NC(=O)CC(C)C)CS(=O)(=O)C3)c(C)c1,-0.3%,-5%,-10%,-10%,-7%,-1%,-9,-4%,0%,-6%,4%
COCCn1c(SCC(=O)c2c(N)n(C3CC3)c(=O)[nH]c2=O)nc2ccccc21,-0.1%,4%,-2%,13%,-3%,-1%,5,-6%,3%,-7%,0%
Cc1cccc(Oc2ccc3c(c2)cc(C(=O)O)n3C)c1,-1.0%,15%,3%,1%,-14%,-12%,-15,7%,0%,93%[activator],1%
NS(=O)(=O)c1ccc(CCNC(=O)CNCCc2ccc(C(F)(F)F)cc2)cc1,0.3%,9%,11%,8%,21µM*,-4%,0,7%,-3%,-19%,-2%
Cc1ccccc1NS(=O)(=O)c1ccc(C)c(NS(C)(=O)=O)c1C,-0.1%,6%,0%,1%,-5%,-4%,-4,2%,2%,-4%,2%
Cc1ccc2[nH]c(C)c(/C=C/c3cc[n+](C)cc3)c2c1,0.0%,1%,?,-8%,2.6µM*,0%,3,-13%,?,?,?
O=C1CN(C(=O)COC(=O)c2ccc(Cl)cc2)c2ccccc2N1,0.2%,0%,28%,-1%,-2%,1%,-9,9%,1%,0%,?
